hcGAS inh: inhibitors of human cGAS. Q8N884. recombinant h-cGAS, ATP depletion, Kinase-Glo luminescence. inhibition, % at 12.5 µM. 0.081% of 290,000 active. AID 1259398;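 note: 0% = vehicle reaction and 100% = reaction without DNA for no activity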
Target sequence (Q8N884 whole entry, looked up): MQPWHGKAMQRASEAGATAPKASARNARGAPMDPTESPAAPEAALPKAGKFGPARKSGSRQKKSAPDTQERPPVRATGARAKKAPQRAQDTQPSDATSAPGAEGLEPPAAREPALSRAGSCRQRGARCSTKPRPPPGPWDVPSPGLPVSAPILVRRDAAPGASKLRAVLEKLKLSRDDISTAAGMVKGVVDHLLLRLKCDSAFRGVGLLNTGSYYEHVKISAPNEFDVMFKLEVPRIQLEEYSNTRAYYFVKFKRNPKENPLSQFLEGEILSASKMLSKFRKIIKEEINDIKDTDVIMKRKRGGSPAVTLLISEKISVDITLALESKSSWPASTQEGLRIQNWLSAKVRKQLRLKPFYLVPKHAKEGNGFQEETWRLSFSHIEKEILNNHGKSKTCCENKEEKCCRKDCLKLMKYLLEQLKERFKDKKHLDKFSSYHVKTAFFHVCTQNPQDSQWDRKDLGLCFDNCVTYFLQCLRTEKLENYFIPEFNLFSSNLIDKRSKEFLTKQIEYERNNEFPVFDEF
mcGAS lum: mouse cGAS inhibition by luminescence; Q8C6L5; recombinant cGAS, Kinase-Glo ATP depletion luminescence; inhibition, % at 12.5 µM; 0.15% of 160,000 active; AID 1259399;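 note: 0% = negative control wells and 100% = reference inhibitor with no enzyme activity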
NPYLR7 agonist: activates Aedes aegypti NPYLR7 receptor; HEK293T NPYLR7/Galpha15, GCaMP6s calcium fluorescence; activation, % at 10 µM; 0.15% of 270,000 active; in the data active = activation above about 40%;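 note: 0% = vehicle and 100% = reference agonist at the receptor; some compounds past the cut are filed as inactive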
An asterisk follows results filed as active; x = no result given; & = joins results of further samples. Cut-off read from the data, not from the text of the source, unless noted: active = inhibition above about 40%; inactive = the rest.

SMILES	hcGAS inh	mcGAS lum	NPYLR7 agonist
Cc1c(Cl)cccc1NC=C1C(=O)OC2(CCCCC2)OC1=O	-9	x	8
COc1ccc(Br)cc1S(=O)(=O)N1CCN(C)CC1	-2	x	-1
CCOC(=O)C1CCC(CNC(=O)N2CCCC2c2cc(C(C)C)on2)CC1 (stereo not drawn)	-4	x	-20
CCOC(=O)c1cc(-c2ccc(F)cc2)n(C2CCN(C(=O)c3cccc(F)c3)CC2)n1	-4	-3	25
CCOC1CCN(C(=O)/C=C/c2ccc(OCC(N)=O)cc2)CC1	1	-1	-1
N#CC1C(=N)S[C@@H](C(=O)c2ccc(F)cc2)[C@@H]1c1ccc(F)cc1 (stereo partly drawn)	-5	-3	9
Cc1ccccc1-c1ncc(CN2CCC(CO)(CCOc3ccccc3)CC2)cn1	-4	x	5
CNC(=O)c1cc(N(C)S(=O)(=O)c2ccc(C)c(NC(C)=O)c2)ccn1	-7	x	-1
CC1=C(C(=O)OCC(C)C)C(c2cccc(NC(=O)c3cccc(Br)c3)c2)NC(=S)N1C (stereo not drawn)	3	1	2
Cc1ccc(C2CC(C(F)(F)F)n3ncc(C(=O)NC(C)C)c3N2)cc1 (stereo not drawn)	-2	2	-2
COc1cccc2c1[C@@H]1CN(CCCCn3c(=O)[nH]c4c(sc5ncc(-c6ccccc6)nc54)c3=O)C[C@@H]1CO2	-3	-3	1
CCCCN(CC(=O)N1CCSC1c1ccc(F)cc1)Cc1ccc(F)c(F)c1 (stereo not drawn)	1	-3	0
CCc1cc(N2CCN(CC(=O)OC)C(=O)C2)nc(N2CCOCC2)n1	-5	-18	4
Cc1cccc(Nc2cc3c(cn2)cc(-c2cccc(C(F)(F)F)c2)n3C)c1	-5	-5	-15
COc1ccc(Cc2nnc(SCC(=O)Nc3c(C)cc(C)cc3C)[nH]c2=O)cc1	7	3	-2
CC(=O)c1ccc(NC(=O)Nc2ccc3nc(-c4cccs4)nn3c2)cc1	-2	-8	3
OCCC#Cc1ccc(-c2nccn2-c2ccc3cn[nH]c3c2)cc1	-7	-11	31
O=C(CN1CN(c2ccccc2)C2(CCN(C(=O)c3ccccc3Cl)CC2)C1=O)NCc1ccc(F)cc1	-11	-4	29
CCOC(=O)CCCn1ncn2c(cc3sc(CC)cc32)c1=O	-7	-4	3
Cc1cc(S(=O)(=O)N2CCN(c3ccccc3C)CC2)c(C)cc1Cl	-6	x	-1
CCOCCOc1nc(-c2ccco2)n(-c2ccc(NS(=O)(=O)c3ccc(Cl)cc3)cc2)n1	-15	-5	15
NC(c1ccccc1)c1csc(Nc2ccc(C(F)(F)F)cn2)n1 (stereo not drawn)	-6	x	2
Cc1c(C(=O)N(C)Cc2ccc(F)cc2)sc(=O)n1Cc1ccc(Cl)c(Cl)c1	-3	x	1
CS(=O)(=O)N1CCC(c2nc(-c3ccc(F)c(F)c3)no2)CC1	-11	-6	x
O=C(c1ccoc1)N1CCc2[nH]c3ccc(Cl)cc3c2C1	-8	-10	7
COc1ccc2c(c1)CCc1cc(CCC(=O)NCc3cccc(Cl)c3)n(-c3ccc4ncsc4c3)c1-2	-7	-4	21
Cn1c(=O)n(CC(=O)NCC2(c3ccccc3)CCC2)c2ccccc21	-8	x	3
CCOC(=O)c1c(N/N=C\c2ccncc2)n[nH]c1C	-2	x	0
CNC(=O)C1Cc2ccccc2CN1S(=O)(=O)Cc1ccc(F)cc1 (stereo not drawn)	-6	-8	4
Cc1nnc(SCC(=O)NCCc2cccs2)n1-c1ccccc1	-9	x	11
O=C(CCc1ccccc1)Nc1ccc(Nc2cc(-n3ccnc3)ncn2)cc1	3	-2	-18
O=[N+]([O-])c1cccc(CN2CCCn3cccc3C2c2cccc(C(F)(F)F)c2)c1 (stereo not drawn)	-8	-5	0
COc1cccc(Cc2nsc(N3CCN(C(=O)C(Cl)c4ccccc4)CC3)n2)c1 (stereo not drawn)	-5	-3	x
CC(CCc1ccco1)Nc1nc(C2CCCC2)nc2c1CNC2 (stereo not drawn)	-7	x	9
COCC1CN(C(=O)c2ccnn2C)CC12CCOCC2 (stereo not drawn)	-11	-7	x
CC(Oc1ccccc1)C(=O)N1CCN(c2ccc(NCc3ccccc3)nn2)CC1 (stereo not drawn)	-5	-8	-3
CCCN1C(=O)C(=Cc2c(N3CCOCC3)nc3ccc(C)cn3c2=O)SC1=S	-5	-8	2
Cc1ccc2oc(-c3cccc(NC(=O)c4ccc(F)cc4)c3C)nc2c1	-6	-4	16
Cc1nc(CC(=O)N2CCC(C(O)c3ccccn3)CC2)cs1 (stereo not drawn)	-8	x	-4
O=C(c1cc(COc2cncc(Cl)c2)on1)N(CCO)Cc1cccs1	-5	x	2
COc1ccc(NS(=O)(=O)c2cn(C)c(=O)n(C)c2=O)c(OC)c1	-9	-8	1
COCC(O)CNc1ccc(-n2nc(OC)nc2-c2ccc3c(c2)OCO3)cc1 (stereo not drawn)	3	0	-4
Cc1nc2ccc(C(=O)Nc3ccc4c(c3)OCC(=O)N4)cn2c1N(C)C(=O)CCc1ccccc1	-6	-4	16
Cc1cc(C(F)(F)F)nn1CC(=O)NN1C(=O)c2ccccc2C1=O	-3	-3	-6
O=C1C[C@@H]2CCN(Cc3ccccc3)C[C@@H]2CCN1C1CCCCC1	-6	-8	-7

One compound at a time, as listed above.
COc1cccc(Cc2nsc(N3CCN(C(=O)C(Cl)c4ccccc4)CC3)n2)c1 (stereo not drawn) as listed: hcGAS inh: -5; mcGAS lum: -3; NPYLR7 agonist: x
Cc1nc(CC(=O)N2CCC(C(O)c3ccccn3)CC2)cs1 (stereo not drawn) as listed: hcGAS inh: -8; mcGAS lum: x; NPYLR7 agonist: -4

Other entries follow:
SMILES	hcGAS inh	mcGAS lum	NPYLR7 agonist
COC(=O)C(C)N(Cc1nnc(-c2cccc(C)c2)o1)C1CC1 (stereo not drawn)	-1	x	-2
Cc1ccc2nc(C)c(NC(=O)c3ccc(S(=O)(=O)N4CCCC4)cc3)c(=O)n2c1	-9	x	3
COC(=O)Cn1c(CN2CCCCC2C)nc2c1c(=O)n(C)c(=O)n2C (stereo not drawn)	-5	x	1
COc1cc(OC)nc(N2C[C@@H](NS(=O)(=O)N(C)C)[C@H](C(C)C)C2)n1	-18	-7	x
Cc1ccc2nc(-c3ccccc3)cc(C(=O)NCc3ccccc3)c2c1	0	-5	-1
C=C1N(N(C(C)=O)C(C)=O)C(=O)OC1(C)Cc1ccccc1 (stereo not drawn)	2	x	-6
Cc1ccc(N=Cc2ccc3c(c2)OCO3)cc1F	-2	0	5
Cc1nc2scc(-c3cccs3)c2c(=O)[nH]1	-1	1	3
Cc1oc(-c2cccc(Oc3ccccc3)c2)nc1CN1CCN(c2ccccc2O)CC1	2	-13	13
Cc1ccc(-c2nnn(CC(O)CN3CCC(C)CC3)n2)cc1 (stereo not drawn)	-3	x	-6
Cc1ccc(CN(CCc2ccccc2)C(=O)CN(Cc2ccc(F)cc2)C(C)C)o1	-12	-8	x
COc1cc(C=C2N=C(c3ccc(F)cc3)OC2=O)cc(Br)c1OC(C)=O	-8	x	6
COc1ccc(CN2CCNC(=O)C2CC(=O)NCc2ccccc2Cl)c(OC)c1 (stereo not drawn)	-5	x	-3
CC1=C(C(=O)NCC2CCCO2)C2(CCCCC2)OC1=O (stereo not drawn)	-9	-5	7
Cc1oc(-c2cccs2)nc1CN(C)C1CCCc2ccccc21 (stereo not drawn)	-4&-3	x	-3&17
O=C(c1cccc(OCC(F)(F)F)n1)N1CCN(C2CC2)CC1	5	x	2
CCCCN(C1=NC2CS(=O)(=O)CC2S1)c1cc(C)cc(C)c1 (stereo not drawn)	-11	-3	1
COc1ccc(NS(=O)(=O)c2ccc(F)c(F)c2F)c(C(=O)NCc2ccccc2)c1	2	1	-4
Cc1cc(C(=O)O)cc(C)c1OCc1cccnc1	-15	x	0
O=C(c1cc(-c2cccnc2)nc2ccccc12)N1CC[C@H]2CC[C@@H](C1)N2	-3	x	2
Cc1c(C#N)c(NC(=O)CSc2nnnn2C2CCCC2)n(CC2CCCO2)c1C (stereo not drawn)	-9	x	2
CC(C)c1nc(CN(C)C(=O)CCc2nc(-c3ccccc3F)no2)cs1	-7	-11	4
c1ccc2c(Cc3c[nH]c4ccccc34)c[nH]c2c1	-8&-3	-3	1
COc1ccc(-c2csc(NC(=O)c3cccs3)n2)cc1F	-2	-9	9
CC(=O)NCC1=CCN(Cc2cc(=O)[nH]c(C)n2)CC1	-6	-12	26
COc1ccc(Cl)c2sc(N(Cc3cccnc3)C(C)=O)nc12	-6	x	9
CN1CCC2(CC1)CN(Cc1cnc[nH]1)CCCN2C	-8	-5	x
O=C(Oc1ccc(Br)cc1)c1ccc(S(=O)(=O)N2CCCCCC2)cc1	-19	-5	18
Cc1ccc2cc(CN(C)Cc3nc(C)no3)c(N3CCOCC3)nc2c1	-6	x	-1
Cn1c(=O)c2c(ncn2CC(=O)N2CCCc3ccccc32)n(C)c1=O	-1	-7	10
CCNC(=O)CSc1nnc(-c2c[nH]c3ccccc23)n1C1CC1	3	-3	1
O=C(c1cnn2c1NC(c1ccccc1)CC2C(F)F)N1N=C(C(F)F)CC1(O)C(F)F (stereo not drawn)	0	x	2
CC(C)CC(NC(=O)C(=O)N1CCc2ccccc2C1)c1ncnn1C (stereo not drawn)	1	x	7
O=C(Cn1cc(S(=O)(=O)N2CCCC2)ccc1=O)Nc1cc(F)cc(F)c1	-4	-6	-6
N#Cc1nccnc1NC1CCCN(c2ccc(OC(F)F)cc2)C1 (stereo not drawn)	-6	x	5
CC(C)(C)OC(=O)N1CCC(Oc2ccc(NC(=O)CCCOc3ccccc3)cc2)C1 (stereo not drawn)	-11	-4	-5
Cc1cc(C)n(CC(=O)NNC(=O)C2=Cc3ccccc3OC2)n1	-12	-17	-1
Cc1nc(-c2cccc(Br)c2)ccc1C(=O)NCc1ccc(C(=O)N2CCCC2)cc1	-7	x	-5
Cc1ccccc1CSCC(=O)N1CCC2(CC1)CNC(=O)C2	-4	-16	9
CC1=NN(CCN2CCCCC2)c2nc3c(c(=O)n(CCN4CCCCC4)c(=O)n3C)n2C1	1	-8	8
CCCCC(O)CN(Cc1c(C)nn(-c2ccccc2)c1Oc1cccc(F)c1)CC1CCCO1 (stereo not drawn)	0	-3	-5
CN1C(=O)C(CC(=O)NCc2nc3cc(C(C)(C)C)ccc3o2)N(C)C1=O (stereo not drawn)	-3	x	0
COCCOCC(=O)N1CCN(Cc2ccc(-c3noc(CC(C)C)n3)cc2)CC1	-6	-6	-3

Of the compounds above, these have an aryl methoxy group.
SMILES	hcGAS inh	mcGAS lum	NPYLR7 agonist
COc1ccc(Br)cc1S(=O)(=O)N1CCN(C)CC1	-2	x	-1
COc1cccc2c1[C@@H]1CN(CCCCn3c(=O)[nH]c4c(sc5ncc(-c6ccccc6)nc54)c3=O)C[C@@H]1CO2	-3	-3	1
COc1ccc(Cc2nnc(SCC(=O)Nc3c(C)cc(C)cc3C)[nH]c2=O)cc1	7	3	-2
COc1ccc2c(c1)CCc1cc(CCC(=O)NCc3cccc(Cl)c3)n(-c3ccc4ncsc4c3)c1-2	-7	-4	21
COc1cccc(Cc2nsc(N3CCN(C(=O)C(Cl)c4ccccc4)CC3)n2)c1 (stereo not drawn)	-5	-3	x
COc1ccc(NS(=O)(=O)c2cn(C)c(=O)n(C)c2=O)c(OC)c1	-9	-8	1
COCC(O)CNc1ccc(-n2nc(OC)nc2-c2ccc3c(c2)OCO3)cc1 (stereo not drawn)	3	0	-4
COc1cc(OC)nc(N2C[C@@H](NS(=O)(=O)N(C)C)[C@H](C(C)C)C2)n1	-18	-7	x
COc1cc(C=C2N=C(c3ccc(F)cc3)OC2=O)cc(Br)c1OC(C)=O	-8	x	6
COc1ccc(CN2CCNC(=O)C2CC(=O)NCc2ccccc2Cl)c(OC)c1 (stereo not drawn)	-5	x	-3
COc1ccc(NS(=O)(=O)c2ccc(F)c(F)c2F)c(C(=O)NCc2ccccc2)c1	2	1	-4
COc1ccc(-c2csc(NC(=O)c3cccs3)n2)cc1F	-2	-9	9
COc1ccc(Cl)c2sc(N(Cc3cccnc3)C(C)=O)nc12	-6	x	9

This is a random part of the collection, and some 0.26% of all compounds hit somewhere here.
